# NCI-60 one-dose screen, 48 h, at 10 µM unless noted. Numbers give growth in % (100 = growth as untreated, 0 = no growth, -100 = all killed).
# SNB-75: SNB-75 CNS cancer | 79,000 compounds, 5% hits | AID 1794750
# SNB-19: SNB-19 CNS cancer cells; 81,000 compounds, 2.5% hits; AID 1794751
# PC-3: PC-3 prostate cancer cells; AID 1794754; 80,000 compounds, 3.9% hits
# DU-145: DU-145 prostate cancer; 81,000 compounds, 4.2% hits; AID 1794760
# HCC-2998: HCC-2998 colon cancer. 79,000 compounds, 4.7% hits
# SF-295: SF-295 CNS cancer cells; 79,000 compounds, 5.6% hits
# U251: U251 CNS tumor cells | 80,000 compounds, 5.4% hits | AID 1794753
# SF-268: SF-268 CNS cancer cells; 82,000 compounds, 3.1% hits
# SF-539: SF-539 CNS cancer; 81,000 compounds, 6.8% hits; AID 1794752
# * marks the source's active call; other numbers are inactive results; . = not tested or not shown; & = joins results of further samples; [ ] = another dose, or the depositor's remark. Rule for the calls: active = growth percent below 10; inactive = the rest.
Compound	SNB-75	SNB-19	PC-3	DU-145	HCC-2998	SF-295	U251	SF-268	SF-539
Cc1cccc(-c2nnc(-c3nc4ccccc4nc3Cl)o2)c1	93.5	98.7	90.4	47.4	103.7	109.0	102.3	103.2	97.3
COc1ccc(Cn2nc3c(c2-c2ccccc2)-c2oncc2CC3)cc1	79.0	98.6	68.7	116.3	100.1	86.1	92.4	109.6	101.0
C#C[C@]1(O)CC[C@H]2[C@@H]3CC=C4c5sc(C)nc5CC[C@]4(C)[C@H]3CC[C@@]21C	108.3	102.0	89.5	103.7	99.6	93.3	92.3	109.1	78.5
O=C(NNC(=S)Nc1ccccc1)c1ccc(Nc2ncnc3c2cnn3-c2cccc(F)c2)cc1	73.7	102.2	90.8	105.5	103.9	.	107.0	99.0	104.5
Cc1oc(-c2ccc(Cl)cc2)nc1C1=NN(C(=O)c2ccncc2)C(c2ccc(Br)cc2)C1 (configuration not stated)	63.1	84.0	83.1	94.2	95.9	93.1	89.4	86.7	75.1
C=C1Sc2ccccc2N1C	81.3	87.9	.	105.6	105.9	109.5	101.1	102.3	92.7
O=S(=O)(Oc1ccc(-c2ccc3occc3c2)cc1)C1CCCCC1	129.4	107.5	65.6	108.6	103.9	98.5	106.4	112.7	109.7
N#Cc1c(N)nc(Nc2nc3ccccc3[nH]2)nc1-c1ccc(Cl)cc1	95.1	106.8	94.8	123.3	.	112.4	97.6	100.5	110.7
CCOC(=O)c1cc2c(n1Cc1ccc(OC)cc1)-c1oncc1CC2	103.3	98.5	89.9	126.3	105.4	.	102.0	117.9	110.2
NC1=NC2(Cc3ccccc3C2=O)n2c(nc3ccccc32)N1 (configuration not stated)	86.0	99.7	94.8	115.9	.	104.8	95.1	99.5	105.3
CC(=O)Nc1ccc(C)cc1Br	77.8	97.9	86.7	102.7	108.4	109.0	101.7	94.9	109.0
CCCNC(=O)Oc1ccc(/C(=C(/C)Cc2ccc(OC)cc2)c2ccc(OCCCN(C)C)cc2)cc1	80.8	88.8	74.4	94.9	77.7	88.2	63.5	84.0	97.8
CC1=C(CCC(C)NCc2ccc(OCCCN3CCCCC3)cc2)C(C)(C)CCC1 (configuration not stated)	-59.7*	-45.7*	-56.1*	-49.1*	-84.3*	-70.0*	-85.6*	-76.8*	-85.3*
COc1cc(/C(C)=C(\c2ccc(Cl)cc2)c2ccc(OCCN3CCCC3)cc2)ccc1F	84.2	79.8	53.0	69.4	57.4	75.2	46.1	76.6	73.3
Nc1cc(-c2cccc(C(=O)NCc3ccc4c(c3)OCO4)c2)ccn1	86.0	95.2	103.3	101.3	103.1	90.7	92.2	91.5	93.0
Cc1nn(-c2ccc(F)cc2)c2nc[nH]c(=O)c12	99.7	103.7	98.5	106.5	102.2	104.1	101.7	101.7	101.0
COC(=O)C1=COC(C)C2C[n+]3ccc4c([nH]c5ccccc54)c3CC12 (configuration not stated)	92.8&83.3	90.3&100.8	75.7&92.0	108.2&112.5	94.1&111.1	90.8&102.5	88.4&100.8	96.2&99.1	105.5
O=C(NNc1nc2cc(F)ccc2n2c(CN3CC4(COC4)C3)ccc12)c1cnccn1	63.1	29.4	38.9	24.8	57.3	14.3	11.6	22.8	3.5*
O=C(O)[C@H](O)[C@@H](O)[C@H](O)[C@H](O)CO	84.3	103.6	99.1	115.2	106.6	94.2	100.5	110.8	104.9
O=C1CSc2ccc3nsnc3c2N1	89.9	97.3	92.2	108.0	101.1	97.5	110.1	98.5	98.3
C[N+](C)(C)CCNC(=O)c1ccc(OCc2ccccc2)cc1	94.8	92.8	97.2	103.7	104.0	101.7	102.4	98.9	101.9
Nc1c(C2CCCCC2)c(=O)on1C(=O)c1ccccc1	104.2	108.3	112.2	113.3	88.7	120.9	102.3	114.0	124.8
C#CCSc1ncnc2nc[nH]c12	98.4	103.2	98.4	102.8	100.5	109.7	96.4	99.5	93.8
O=Cc1ccc(-c2ccc3c4c(cccc24)C(=O)N(N2C(=O)c4cccc5cccc(c45)C2=O)C3=O)cc1	81.1	98.5	98.0	106.3	113.2	102.2	105.9	100.7	100.6
CN1CCN(CCCOc2cccc3nc(Nc4ccc(Cl)c(C(F)(F)F)c4)ccc23)CC1	-3.7*	20.8	14.6	4.8*	-90.8*	-11.0*	-22.7*	28.3	7.0*
CC(C)CCNNCCC(C)C	99.9	111.9	102.9	101.9	106.9	98.5	99.4	105.4	101.4
COc1cc(C2CC(c3ccc(Cl)cc3)=NN2c2ccccc2)cc(OC)c1OC (configuration not stated)	72.6	79.4	66.7	109.2	102.4	94.9	82.1	92.7	107.5
CC1(C)[C@@H](O)CC[C@]2(C)[C@H]3CC[C@@H]4[C@H]5[C@H](C(=O)/C=C\c6ccc([N+](=O)[O-])cc6)CC[C@]5(O)CC[C@@]4(C)[C@]3(C)CC[C@@H]12	42.1	62.2	47.9	58.0	77.2	79.5	69.9	63.9	51.8
Clc1cc(Cl)cc(Nc2ccc3cc(OCCCN4CCOCC4)ccc3n2)c1	11.0	38.5	21.8	40.6	-17.6*	-59.7*	2.4*	46.9	9.9*
COc1cc(C#N)ccc1O	79.8	109.9	102.6	110.2	109.9	100.0	102.8	101.6	91.4

# 10 of the compounds above, with values under each structure:
# Value order: SNB-75	SNB-19	PC-3	DU-145	HCC-2998	SF-295	U251	SF-268	SF-539
O=C(O)[C@H](O)[C@@H](O)[C@H](O)[C@H](O)CO
 : 84.3	103.6	99.1	115.2	106.6	94.2	100.5	110.8	104.9
O=C1CSc2ccc3nsnc3c2N1
 : 89.9	97.3	92.2	108.0	101.1	97.5	110.1	98.5	98.3
C[N+](C)(C)CCNC(=O)c1ccc(OCc2ccccc2)cc1
 : 94.8	92.8	97.2	103.7	104.0	101.7	102.4	98.9	101.9
Nc1c(C2CCCCC2)c(=O)on1C(=O)c1ccccc1
 : 104.2	108.3	112.2	113.3	88.7	120.9	102.3	114.0	124.8
C#CCSc1ncnc2nc[nH]c12
 : 98.4	103.2	98.4	102.8	100.5	109.7	96.4	99.5	93.8
O=Cc1ccc(-c2ccc3c4c(cccc24)C(=O)N(N2C(=O)c4cccc5cccc(c45)C2=O)C3=O)cc1
 : 81.1	98.5	98.0	106.3	113.2	102.2	105.9	100.7	100.6
CN1CCN(CCCOc2cccc3nc(Nc4ccc(Cl)c(C(F)(F)F)c4)ccc23)CC1
 : -3.7*	20.8	14.6	4.8*	-90.8*	-11.0*	-22.7*	28.3	7.0*
CC(C)CCNNCCC(C)C
 : 99.9	111.9	102.9	101.9	106.9	98.5	99.4	105.4	101.4
COc1cc(C2CC(c3ccc(Cl)cc3)=NN2c2ccccc2)cc(OC)c1OC (configuration not stated)
 : 72.6	79.4	66.7	109.2	102.4	94.9	82.1	92.7	107.5
CC1(C)[C@@H](O)CC[C@]2(C)[C@H]3CC[C@@H]4[C@H]5[C@H](C(=O)/C=C\c6ccc([N+](=O)[O-])cc6)CC[C@]5(O)CC[C@@]4(C)[C@]3(C)CC[C@@H]12
 : 42.1	62.2	47.9	58.0	77.2	79.5	69.9	63.9	51.8

# Next entries
Compound	SNB-75	SNB-19	PC-3	DU-145	HCC-2998	SF-295	U251	SF-268	SF-539
C=C(C)[C@@H]1CC[C@]2(C(=O)O)CC[C@]3(C)[C@H](CC[C@@H]4[C@@]5(C)C/C(=C/c6ccco6)C(=O)C(C)(C)[C@@H]5CC[C@]43C)[C@@H]12	-70.3*[100 µM]	-51.5*[100 µM]	-49.3*[100 µM]	-35.0*[100 µM]	-78.1*[100 µM]	-82.8*[100 µM]	-58.6*[100 µM]	-41.5*[100 µM]	-77.8*[100 µM]
Cc1nnc2nc(N)[nH]n2c1=O	93.7	117.4	98.0	104.2	102.5	.	99.0	102.5	114.1
c1ccc(-c2n(Cc3ccc4ccccc4n3)cc[n+]2Cc2ccc3ccccc3c2)cc1	3.7*	9.9*	1.3*	28.2	-13.2*	-7.2*	8.1*	20.5	11.5
C=C1CCC2C3(C)COC(c4ccccc4)OC3CCC2(C)C1/C=C/C1=CCOC1=O (configuration not stated)	51.7	71.8	26.6	14.9	110.7	104.7	40.1	73.2	63.6
NC1=NC2(CCCC2)N(c2ccc(S(N)(=O)=O)cc2)C(N)=N1	100.0	100.2	103.3	110.9	106.9	103.4	98.5	102.4	89.8
CNC(=O)c1cc(Oc2cccc3nc(NC(=O)Nc4cc(C(F)(F)F)ccc4Cl)ccc23)ccn1	68.9	102.1	96.5	78.6	115.5	106.3	70.4	74.9	32.6
COc1ccc(CCNC(=S)/N=C/C2=C(O)CC(C)(C)CC2=O)cc1OC	87.9	101.7	92.2	110.4	111.5	96.8	91.5	99.5	96.5

# Assay outcomes as filed in PubChem BioAssay.
